Compound activity deposited in PubChem BioAssay by several laboratories.
TcdB GH inh – TcdB glycohydrolase inhibition. inhibition, % at 9.99 µM. 350,000 tested, 0.24% active. P18177. TcdB glycohydrolase enzymatic assay, plate reader; in the data active = inhibition above about 10%
CCHF vOTU inh – CCHFV vOTU protease inhibition. Pep-AMC fluorescence. inhibition, % at 11.5 µM. 370,000 tested, 0.55% active; in the data active = inhibition above about 30%; also: 0% = vehicle wells with enzyme and 100% = no enzyme wells
DUSP3 inh – blocks human VHR1 dual specificity phosphatase; inhibition, % at 13.3 µM; 290,000 tested, 0.52% active; P51452; recombinant VHR phosphatase, pNPP absorbance; in the data active = inhibition above about 50%; also: some compounds called inactive have numbers as strong as hits
Target sequence (P51452 whole entry, looked up): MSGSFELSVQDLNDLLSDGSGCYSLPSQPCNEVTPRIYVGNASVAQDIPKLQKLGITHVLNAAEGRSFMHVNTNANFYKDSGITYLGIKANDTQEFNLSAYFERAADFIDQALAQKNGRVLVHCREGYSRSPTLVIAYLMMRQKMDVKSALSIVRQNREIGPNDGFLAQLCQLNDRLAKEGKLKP
Yp Topo-I inh – Y. pestis Topo-I inhibition via cleavage products; Y. pestis Topo-I cleavage product accumulation, plate reader; activity, % at 10 µM; 360,000 tested, 0.064% active; in the data active = activity above about 50%, passing the limit was not always enough; inconclusive = no clear call, values can overlap the other calls; also: inactives centre near 2
PfHsp40 yeast – restores yeast growth despite PfHsp40 toxicity; growth rescue, % at 12.5 µM; AID 504582; S. cerevisiae expressing PfHsp40, growth rescue, ATP luminescence; 340,000 tested, 0.68% active; in the data active = growth rescue above about 28%, passing the limit was not always enough; inconclusive = no clear call, values can overlap the other calls;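 also: yeast W303a lacking pdr1 and pdr3 grown in galactose medium; growth measured after three days at 30 °C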
BH1578 lux ind – inducers of Vibrio cholerae quorum light production without autoinducers; V. cholerae BH1578 lux reporter, luminescence, 6 h; activation, % at 18.7 µM; 350,000 tested, 0.16% active; AID 588436; in the data active = activation mostly above about 9.7%, no sharp cut-off; inconclusive = no clear call, values can overlap the other calls; inactive = mostly below about 3.7%; also: not every result past the cut was called active; inactives centre near 0; reference of the scale not given here
BoNT A protease – BoNT A light chain protease inhibition | multiplex microsphere protease substrate cleavage, flow cytometry | inhibition, % at 10 µM | 360,000 tested, 0.17% active; also: plate controls were buffer without enzyme for full effect and enzyme alone for no effect
SSB-PriA inh – blocks PriA binding to SSB C-terminal tail | AlphaScreen SSBct-PriA binding, biotinylated peptide | inhibition, % at 33 µM | 430,000 tested, 0.6% active | AID 1272365; in the data active = inhibition mostly above about 37%, no sharp cut-off; inactive = mostly below about 20%;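 also: plate controls were negative control peptide for no effect and reference peptide for full effect; strong numbers were not always called active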
3CLpro inhibitor – SARS-CoV 3CLpro protease inhibition; P0C6X7; recombinant SARS-CoV 3CLpro, quenched FRET peptide cleavage; inhibition, % at 6 µM; 290,000 tested, 0.14% active; in the data active = inhibition above about 12%
Anthrax LF prot – blocks Bacillus anthracis lethal factor protease; multiplex microsphere protease cleavage assay, LF; inhibition, % at 10 µM; 360,000 tested, 0.12% active; also: plate controls were buffer without enzyme for full effect and enzyme alone for no effect
Target sequence (P15917 whole entry, looked up): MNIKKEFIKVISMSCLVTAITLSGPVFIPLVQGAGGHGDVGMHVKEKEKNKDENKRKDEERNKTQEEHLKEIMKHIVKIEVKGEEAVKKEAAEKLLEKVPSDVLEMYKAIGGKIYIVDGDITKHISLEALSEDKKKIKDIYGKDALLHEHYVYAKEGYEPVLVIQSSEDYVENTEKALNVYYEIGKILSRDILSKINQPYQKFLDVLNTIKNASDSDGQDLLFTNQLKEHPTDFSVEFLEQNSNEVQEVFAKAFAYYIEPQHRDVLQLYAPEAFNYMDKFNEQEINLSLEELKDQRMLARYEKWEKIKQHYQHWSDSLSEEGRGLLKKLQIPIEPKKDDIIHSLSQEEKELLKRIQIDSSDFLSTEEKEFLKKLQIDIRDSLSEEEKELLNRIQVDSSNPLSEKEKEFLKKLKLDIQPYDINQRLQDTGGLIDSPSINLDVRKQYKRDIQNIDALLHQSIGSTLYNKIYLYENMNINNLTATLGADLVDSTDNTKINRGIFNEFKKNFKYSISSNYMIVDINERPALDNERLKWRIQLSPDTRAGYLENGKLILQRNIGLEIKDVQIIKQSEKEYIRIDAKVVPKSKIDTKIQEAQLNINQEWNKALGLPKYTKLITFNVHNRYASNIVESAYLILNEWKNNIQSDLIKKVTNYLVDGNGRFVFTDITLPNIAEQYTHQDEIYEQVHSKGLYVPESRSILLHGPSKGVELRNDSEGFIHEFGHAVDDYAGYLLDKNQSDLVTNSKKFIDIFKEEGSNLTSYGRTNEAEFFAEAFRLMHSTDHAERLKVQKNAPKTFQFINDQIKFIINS
Active calls of the source: *; i = inactive; ? = inconclusive; nt = not tested or not shown; & = joins results of further samples. Rule as the data show it, unless noted: active = inhibition above about 30%; inconclusive = no clear call, values can overlap the other calls; inactive = below that. Not all compounds are listed, so the mix of outcomes need not match the whole.

SMILES	TcdB GH inh	CCHF vOTU inh	DUSP3 inh	Yp Topo-I inh	PfHsp40 yeast	BH1578 lux ind	BoNT A protease	SSB-PriA inh	3CLpro inhibitor	Anthrax LF prot
Cc1cc(-c2nnnn2-c2ccc(F)cc2)no1	0.6	-10	-1	8	-0.6	i	nt	0	4	nt
O=c1c2ccccc2nc(/C=C/c2cc(Br)ccc2O)n1CCCO	0.0	-3	-14	0	0.5	-7.7	-3.5	-10	1	-1
COc1ccc(S(=O)(=O)N2CCOCC2)cc1NC(=O)COc1ccccc1	0.2	3	nt	10	0.0	-2.8	4.0	-12	nt	2
O=C(O)c1cc(S(=O)(=O)N2CCOCC2)ccc1N1CCOCC1	nt	4	-19	11	-0.1	i	nt	-7	1	nt
Clc1ccc(CN2CCN(c3ccccc3)CC2)cn1	-0.7	0	13	6	0.1	i	-1.4	6	4	-2
O=C(Nc1ccncc1)c1cc(S(=O)(=O)N2CCOCC2)ccc1Cl	1.5	-7	nt	-1	-0.5	2.8	-2.2	-10	nt	-1
CC(=O)N1CCN=C1SCc1ccccc1F	-0.5	-6	2	-2	0.6	-0.5	0.0	-18&-2	-1	-12
CCOc1ccc2oc(C(=O)N3CC(C)OC(C)C3)c(C)c2c1 (stereo not drawn)	1.2	-8	-3	-4	0.6	i	-2.0	-7	-3	-5
Cc1[nH]c(=O)[nH]c(=O)c1S(=O)(=O)Nc1ccc(F)cc1Cl	-0.1	-14	27	2	-1.1	i	0.6	-24	-3	8
CCOC(=O)c1ccsc1NC(=O)c1ccco1	-1.4	21	-8	3	-0.7	i	0.5	0&-6	9	-3
Cc1cc(C)c(OCC(=O)Nc2cc(C(=O)O)cc(C(=O)O)c2)cc1C	1.2	6	-16	10	1.3	0.0	-0.2	1	5	-7
CCO/C(C)=N/Oc1cccc(N(C)C)c1	-1.3	22	nt	nt	nt	nt	-0.8	nt	nt	-10
CC(=O)/C=C/c1ccc2ccccc2n1	nt	6	39	-4	-1.0	-2.8	0.3	-11	-3	-1
COc1ccc(S(=O)(=O)N2CCN(CC(=O)N3CCNC3=O)CC2)cc1OC	-1.1	-10	nt	6	nt	i	0.6	nt	nt	-2
CCOC(=O)c1c(N)c(C#N)nn1-c1ccccc1C(=O)OC	2.0	-15	-10	nt	nt	nt	nt	nt	-2	nt
Cc1cccc(CC2CC(=O)N(c3nc4ccccc4s3)C2=O)c1 (stereo not drawn)	0.8	0	1	5	1.6	-0.3	-0.3	-5	8	-1
O=C(CCC(=O)N(c1cccc(F)c1)C(C(=O)NC1CCCC1)c1ccncc1)Nc1cccnc1 (stereo not drawn)	nt	-4	13	-2	-1.0	-0.3	0.6	-14	3	5
Cn1c(=O)c2c(nc(NCC3CCCO3)n2C)n(C)c1=O (stereo not drawn)	nt	9	4	10	0.6	i	0.6	-2	1	5
COC1OC2COC(c3ccccc3)OC2C2OC(c3ccccc3)OC12 (stereo not drawn)	3.3	-1	nt	0	nt	-0.3	0.4	nt	nt	0
CCOC(=O)C1=NOC2C(=O)N(c3ccc(Cl)cc3Cl)C(=O)C12 (stereo not drawn)	1.7	5	7	1	-0.7	i	-1.8	-11	0	-6
O=C1NC(=Nc2ccccc2Cl)S/C1=C\c1cccc([N+](=O)[O-])c1O	-0.9	19	21	0	1.7	i	nt	17	1	nt
COc1ccc(CC(=O)N2CCc3cc(OC)c(OC)cc3C2C)c(OC)c1 (stereo not drawn)	-1.3	nt	2	2	0.3	-5.6	-2.9	12	-4	7
Cc1c(CCC(=O)O)c(=O)oc2cc(OCc3ccc(Br)cc3)ccc12	-0.9	-4	2	1	-1.0	i	-1.7	0	2	9
COc1ccc(CNC(=O)C2CCN(S(=O)(=O)c3ccc4c(c3)N(C(C)=O)CCO4)CC2)cc1	1.2	13	-13	11	-0.5	-0.3	-3.2	-7	1	-4
Cc1ccc(CNS(=O)(=O)c2cn(C)c(=O)n(C)c2=O)cc1	-0.4	-15	10	-10	-0.8	i	1.1	-7&-11	-2	3

Given with values under each structure: 2 of the compounds above
Under each structure – TcdB GH inh | CCHF vOTU inh | DUSP3 inh | Yp Topo-I inh | PfHsp40 yeast | BH1578 lux ind | BoNT A protease | SSB-PriA inh | 3CLpro inhibitor | Anthrax LF prot
O=C(Nc1ccncc1)c1cc(S(=O)(=O)N2CCOCC2)ccc1Cl
→ 1.5 | -7 | nt | -1 | -0.5 | 2.8 | -2.2 | -10 | nt | -1
CC(=O)N1CCN=C1SCc1ccccc1F
→ -0.5 | -6 | 2 | -2 | 0.6 | -0.5 | 0.0 | -18&-2 | -1 | -12

(continued)
SMILES	TcdB GH inh	CCHF vOTU inh	DUSP3 inh	Yp Topo-I inh	PfHsp40 yeast	BH1578 lux ind	BoNT A protease	SSB-PriA inh	3CLpro inhibitor	Anthrax LF prot
Oc1ccccc1C(=S)N1CCCC1	0.0	-1	-6	3	-1.7	i	-1.7	-12	1	4
COc1ccc2[nH]c3c(c2c1)CCN1C(=O)C(CC(=O)NCCC2=CCCCC2)C[C@H](C(=O)N2CCCCC2)[C@@]31CCc1ccccc1 (stereo partly drawn)	-0.8	-6	nt	-1	-1.5	-0.4	-0.3	1	nt	-4
CCN(C)Cc1c(C(=O)N2CCc3ccccc3C2)nc2ccc(Cl)cn12	1.0	14	17	13	-0.2	-0.3	-0.4	-5	-3	-2
Cn1cc(Br)c(C(=O)Nc2c(F)c(F)c(F)c(F)c2F)n1	0.9	2	-1	0	0.4	-0.2	0.2	-11	4	1
Cc1cc(C)c(OCC(=O)N/N=C/c2ccco2)c(C)c1	nt	4	0	3	0.0	i	-0.5	nt	5	-4
CCNC(=O)C1CCCN(C(=O)c2ccc(C#N)cc2)CC1 (stereo not drawn)	-1.9	3	nt	1	nt	i	-0.1	nt	nt	1
C=C(C)[C@@H]1CC=C(CN2CCN(Cc3ccccc3)CC2)CC1	-8.7	-1	21	26	-0.5	i	0.8	-14	-5	-1
CN(C)S(=O)(=O)N1CCC(Oc2cccc(C(=O)NC3CCCCCC3)c2)CC1	0.9	-2	14	32	1.0	i	-0.8	-10	1	-1
CC(C)(CN1CCCN(CC(C)(C)C(=O)O)C1=O)C(=O)O	-0.4	-8	nt	-4	nt	0.5	-0.8	nt	nt	-7
CC(=O)Nc1ccc(C(=O)OC2CCCCC2=O)cc1 (stereo not drawn)	nt	2	20	10	-0.7	-0.2	0.4	-20	1	2
O=C(NCCCCCCOC1=NS(=O)(=O)c2ccccc21)C(=O)Nc1ccccc1	-0.1	5	12	-3	0.0	1.1	1.0	-8	-6	-1
Cc1nn(C)c(C)c1NC(=O)c1ccccc1NC(=O)Nc1ccccc1	0.7	-3	-3	-4	-1.1	i	-6.0	-7	1	2
Cc1cc(C)c2cc3c(N)c(C(=O)N4CCOCC4)sc3nc2c1	0.7	-28	18	-7	0.3	-0.2	7.9	-4	0	3
Cc1nnc(SCC(=O)Nc2cc(S(=O)(=O)N3CCOCC3)ccc2C)s1	1.6	-2	nt	-11	-1.2	-0.4	nt	3	nt	nt
C/C(=N\N=C1\NC(=O)C(Cc2ccccc2)S1)c1ccccc1 (stereo not drawn)	1.0	3	13	-13	6.2	-0.7	-0.2	nt	5	-6
COC(=O)c1cc2n(n1)CCN(Cc1ccc(OC)cc1)C2=O	nt	-2	30	-3	0.0	-0.8	-0.4	-14	-4	1
CCOC(=O)c1sc(NC(=O)c2ccccc2OC)nc1C	1.1	1	15	-4	-0.6	-0.3	-0.4	-2&-8	0	-8
C=CCOC(=O)C1=C(C)NC(C)=C(C(=O)OCC=C)C1c1ccco1	2.1	9	1	-7	1.7	-0.6	-0.1	-4	5	-7
N=C1C(c2nc3ccccc3c(=O)[nH]2)=C(O)CN1CCc1ccccc1	nt	nt	0	3	1.2	-0.2	-0.5	-9	-3	1
COc1cccc(CNC(=O)c2ccc(C)c(S(=O)(=O)N3CCOCC3)c2)c1	-1.2	-1	nt	5	-0.1	i	2.5	-2	nt	-2
COc1ccc(C)cc1NC(=O)CSc1nnc(COc2ccccc2)n1Cc1ccco1	nt	10	18	21	0.7	-0.4	-0.6	-2	7	8
C=CCn1c(SCC(=O)c2cccs2)nc2sc(C)c(C)c2c1=O	nt	10	0	3	1.4	nt	-0.8	-9	3	-6
CCCCc1c(-c2ccccc2F)ncn1CCc1ccccc1OC	1.5	37*	nt	nt	nt	nt	-0.3	nt	nt	4
COc1ccc(S(=O)(=O)NCc2ccccn2)cc1NC(=O)c1ccc(Cl)cc1	6.4	0	nt	25	0.5	-1.4	4.3	-7	nt	3
c1cc2c(c(NCc3ccncc3)c1)CCCC2	nt	14	10	2	-1.2	-1.0	-0.3	9	1	-2
(next part)
SMILES	TcdB GH inh	CCHF vOTU inh	DUSP3 inh	Yp Topo-I inh	PfHsp40 yeast	BH1578 lux ind	BoNT A protease	SSB-PriA inh	3CLpro inhibitor	Anthrax LF prot
Oc1ccc2ccc(Cl)cc2c1	0.5	22	nt	-7	1.6	nt	0.6	-20	nt	1
CCN(CC(=O)NCc1cccs1)S(=O)(=O)c1ccc(F)c(F)c1F	0.6	2	nt	2	0.2	-0.4	1.2	-10	nt	-3
COC(=O)C1=C(N)Oc2c(oc(CO)cc2=O)C1c1ccccc1F (stereo not drawn)	nt	4	29	-3	-0.4	-0.4	-0.9	-13	-2	0
COc1ccc(-n2c(SC3CCOC3=O)nc3ccccc3c2=O)cc1OC (stereo not drawn)	nt	-2	24	2	0.1	i	1.3	-17	2	-3
CSc1ccccc1NC(=O)Cn1nnc(-c2ccc(S(C)(=O)=O)cc2)n1	0.6	0	-5	7	0.1	-2.2	-0.1	6	1	-2
O=C(Nc1ccccc1C(F)(F)F)NC1CCCCC1	-0.6	-18	20	1	0.4	-0.2	?	-4	-2	-1
CC(CN1CCCC1)OC(=O)c1ccc(Cl)cc1Cl (stereo not drawn)	-0.3	7	-29	-1	1.0	-0.7	0.0	-4	3	4
Cc1ccsc1/C=C1/SC(=O)N(CC(=O)N2CCCC2)C1=O	1.2	4	5	22	1.7	-0.2	0.6	4	2	0
CC(OC(=O)C1COc2ccccc2O1)C(=O)c1ccccc1 (stereo not drawn)	-0.5	13	nt	-8	nt	i	0.0	nt	nt	-4
Cc1ccc(C(=O)NNC(=O)C2CCN(Cc3ccccc3)CC2)cc1	nt	8	25	-3	0.3	-5.3	-0.1	-16	-3	2
Cn1cccc1C(C#N)c1cccc(F)c1C#N (stereo not drawn)	-1.0	-4	13	-7	0.9	i	-0.7	-8	6	-1
Cc1nnc(SCc2ccccn2)n(N)c1=O	-0.5	-3	19	1	1.1	-1.0	-1.2	-2	3	-2
O=[N+]([O-])c1cc(Cl)ccc1N1CCCCC1	0.8	-9	-6	4	-1.3	-0.3	-1.1	30	0	-4
COc1ccc(CNC(=O)Nc2nnc([C@H]3C[C@H](O)[C@@H](CO)O3)s2)cc1	2.0	-4	nt	0	nt	-0.4	-0.3	nt	nt	4
Cc1c(/C=C(\C#N)C(=O)NCc2ccccc2)cc(C#N)n1C	0.6	19	10	11	-1.2	-0.4	-1.7	3	5	-1
Cc1cc(=O)n(C)c(=O)n1CCCCCCN1CCCC1	nt	-1	18	4	2.2	-0.4	0.2	-1	6	-7
O=C(CCN1C(=O)C2(OCCO2)c2ccccc21)c1ccccc1	nt	2	26	-8	0.0	i	0.3	-17	3	0
CN(C(=O)c1cccc(NC(=O)Cc2ccc(NC(=O)C3CCCN(C(=O)CCc4ccccc4)C3)cc2)c1)C1CCCCC1 (stereo not drawn)	2.0	-1	nt	7	1.8	-0.8	0.5	-1	nt	-4
CC(C)COc1ccc(C(=O)N/N=C/c2ccoc2)cc1	1.0	10	-7	3	-0.6	i	1.3	nt	2	-5
Cc1ccccc1-c1nnc(SCC(=O)Nc2c(C)n(C)n(-c3ccccc3)c2=O)o1	nt	-3	nt	5	1.3	i	-0.3	-10	-3	-14
Cc1ccc(S(=O)(=O)c2c(C)cc(-c3ccccc3)[nH]c2=O)cc1	nt	-11	27	6	-0.6	-0.4	-0.6	0	3	0
O=C1c2ccccc2C(=O)N1CSc1nnc2c3ccccc3n(CCc3ccccc3)c2n1	nt	nt	33	5	-0.2	-0.4	1.0	-20	-4	2
